NPR2 activator: GC-B (human) receptor activation. AID 1920062. HEK293-GC-B cells, CNP EC30, cGMP TR-FRET; 0% at EC30 CNP, 100% saturating CNP. activation, % at 10 µM. 370,000 compounds, 0.11% hits. P20594;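 active = activation at 10 µM reaching about 35% in either raw or pattern-adjusted values, limit read from the data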
ASAP1 inh: blocks human ASAP1-stimulated Arf1 GTP hydrolysis; Q9ULH1; GDP FP detection; inhibition, % at 16.5 µM; 360,000 compounds, 0.19% hits; in the data active = inhibition above about 25%;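 note: 0% = vehicle with enzyme and substrate and 100% = no enzyme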
proKLK7 act: activates the human kallikrein-7 zymogen. P49862. purified proKLK7, EDANS-DABCYL substrate fluorescence; 100% is mature enzyme control, 0% vehicle. activation, % at 7 µM. 370,000 compounds, 0.9% hits. AID 652039;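 active = activation above the mean of all tested compounds plus 3 SD, computed per campaign excluding outliers beyond control limits, cut at about 13% in these data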
Target sequence (P49862 whole entry, looked up): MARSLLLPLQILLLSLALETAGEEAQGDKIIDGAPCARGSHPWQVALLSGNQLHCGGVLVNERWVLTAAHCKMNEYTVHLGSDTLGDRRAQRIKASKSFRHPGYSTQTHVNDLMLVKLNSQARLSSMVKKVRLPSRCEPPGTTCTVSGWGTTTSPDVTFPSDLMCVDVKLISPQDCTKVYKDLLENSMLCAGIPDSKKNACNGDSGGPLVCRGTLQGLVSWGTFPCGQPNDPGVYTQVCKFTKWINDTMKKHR
ARFGAP1 inh: inhibits rat ARF GTPase activating protein 1 | AID 651572 | Q62848 | Arfgap1-stimulated ARF1 GTP hydrolysis, GDP FP detection | inhibition, % at 16.5 µM | 360,000 compounds, 0.26% hits;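 active = inhibition above a per-plate limit, mean inhibition of low control wells plus 3 SD, cut at about 25% in these data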;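 note: 0% = DMSO wells with enzyme and 100% = wells lacking Arfgap1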
Target sequence (Q62848 1-136 limits assumed): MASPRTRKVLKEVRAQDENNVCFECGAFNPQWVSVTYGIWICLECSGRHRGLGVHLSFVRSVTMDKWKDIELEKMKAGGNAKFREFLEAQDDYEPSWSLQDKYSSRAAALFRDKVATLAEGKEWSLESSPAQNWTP
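Assay system: Rat Arfgap1 GAP domain (His6, aa 1-136), purified enzyme | Buffer or medium: HEPES 25 mM pH 7.5, NaCl 150 mM, MgCl2, DTT | Schedule: GTP hydrolysis reaction 2 h at 25 °C | Signal: FP of antibody-bound GDP Alexa 633 tracer, ex 620/em 688 nm | Measure: Percent inhibition of Arfgap1-stimulated GTP hydrolysis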
rCAG RNA binder: binds r(CAG) RNA repeats | AID 651821 | inhibition, % at 3 µM | r(CAG) RNA repeat, TO-PRO-1 dye displacement fluorescence | 370,000 compounds, 1.3% hits;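 active = inhibition above the plate cutoff, the mean of all test compounds on that plate plus 3 SD, cut at about 35% in these data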;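 note: 0% = DMSO alone and 100% = 100 µM mitoxantrone as full dye displacement; higher means more dye released from RNA so lower well fluorescence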
NPR1 activator: GC-A (human) enzyme activation; activation, % at 10 µM; AID 1671463; P16066; HEK293 GC-A cells, cGMP TR-FRET, EC30 ANP; 0% at EC30 ANP, 100% saturating ANP; 370,000 compounds, 0.14% hits; in the data active = activation above about 40%
ADAM10 inh: ADAM10 inhibition, QFRET primary screen. inhibition, % at 7 µM. 370,000 compounds, 0.62% hits. O14672. recombinant ADAM10, EDANS/DABCYL FRET peptide cleavage, 3 h;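 active = inhibition above a per-campaign cutoff equal to the mean of compounds falling between control-based bounds plus 3 SD, cut at about 20% in these data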;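 note: 0% = DMSO wells while the 100% control is not disclosed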
HGIII-sPLA2 inh: Inhibits HGIII-sPLA2 liposome hydrolysis, primary screen; Q9NZ20; inhibition, % at 12.2 µM; QFRET BODIPY PC-A2 liposome hydrolysis, fluorescence; 370,000 compounds, 0.56% hits;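 active = inhibition above mean plus 3 SD of compounds lying within the high and low control bounds, cut at about 19% in these data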;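 note: 0% = median of test compound wells and 100% = no enzyme DMSO wells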
DDE Tn6 FP inh: DD(E)-Tn6 binding inhibition, primary FP screen; Fibrin DD(E) TRITC-Tn6 fluorescence polarization displacement; inhibition, % at 8.3 µM; 370,000 compounds, 0.21% hits;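 active = inhibition above a per-campaign cutoff: mean of compounds within control limits plus 3 SD, cut at about 15% in these data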;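 note: 0% = median of all compound wells on the plate and 100% = blocking peptide control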
Target sequence (P02675 whole entry, looked up): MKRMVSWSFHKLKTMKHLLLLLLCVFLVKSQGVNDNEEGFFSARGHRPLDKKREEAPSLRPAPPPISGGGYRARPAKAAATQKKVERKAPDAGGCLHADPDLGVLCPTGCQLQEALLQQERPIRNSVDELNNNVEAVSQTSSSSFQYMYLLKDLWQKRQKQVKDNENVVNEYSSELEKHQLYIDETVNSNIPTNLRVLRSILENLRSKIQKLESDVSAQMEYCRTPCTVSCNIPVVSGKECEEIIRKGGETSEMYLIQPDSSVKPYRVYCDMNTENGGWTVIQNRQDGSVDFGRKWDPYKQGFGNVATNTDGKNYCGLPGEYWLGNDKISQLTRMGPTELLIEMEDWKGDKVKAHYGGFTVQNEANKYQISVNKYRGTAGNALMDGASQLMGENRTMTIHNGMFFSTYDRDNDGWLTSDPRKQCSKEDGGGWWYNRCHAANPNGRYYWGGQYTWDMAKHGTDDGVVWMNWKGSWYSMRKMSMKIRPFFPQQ
FXN GAA850 act: frataxin GAA850 promoter activation; activation, % at 6 µM; AID 540364; HEK293 lucGAA850 FXN promoter luciferase reporter, 24 h; percent of 10 µM SAHA response; 360,000 compounds, 0.56% hits;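 active = activation above the average of all compounds screened plus 3 SD, cutoff fixed separately per campaign, cut at about 7.5% in these data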;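 note: 0% = DMSO wells and 100% = 10 µM SAHA wells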
Numbers without * were called inactive; i = inactive; . = no result given.

no.	Compound	NPR2 activator	ASAP1 inh	proKLK7 act	ARFGAP1 inh	rCAG RNA binder	NPR1 activator	ADAM10 inh	HGIII-sPLA2 inh	DDE Tn6 FP inh	FXN GAA850 act
1	Cc1cc(C)c2c3c(oc2n1)C(=O)N(c1cccc(Cl)c1)CC(=O)N3	2	11	-0.5	2	-1	6	1	4	-11	2.2
2	CCOC(=O)c1[nH]c(C)c(C(=O)N2CCN(c3ccccc3OC)CC2)c1C	-6	4	0.6	-12	-4	2	4	2	0	3.6
3	c1coc(CNC2C3CC4CC(C3)CC2C4)c1 (stereo not drawn)	-4	2	-0.5	4	-4	1	-5	8	-1	-1.6
4	CC(CCc1ccccc1)NC(=O)CN1CCOc2ccccc21 (stereo not drawn)	3	10	-1.1	10	4	2	-19	3	1	1.9
5	CC1=C(C(=O)Nc2ccccc2)C(c2ccccc2)N2C(=O)CSC2=N1 (stereo not drawn)	2	1	-1.7	-5	20	7	9	-14	5	3.5
6	CCc1noc(C)c1C(=O)N1CCN(S(=O)(=O)c2cc(C)ccc2C)CC1	-2	-3	0.2	-3	-6	1	-2	-5	-3	-0.1
7	COCCNC(=S)Nc1ccccc1[N+](=O)[O-]	7	13	-0.2	19	-1	4	-3	3	-4	1.6
8	CCCCN(C(=O)c1cc(Cl)nc2ccccc12)c1c(N)n(Cc2ccccc2)c(=O)[nH]c1=O	-5	-3	0.3	4	-3	0	-5	1	-6	0.6
9	N#CCC(CNc1ncc(C(F)(F)F)cc1Cl)OC(=O)c1cccc(C(F)(F)F)c1 (stereo not drawn)	-8	-5	0.2	4	-4	0	6	2	4	-0.9
10	O=C(NCc1ccco1)c1noc2c1CCCCC2	-2	9	0.4	-4	2	3	6	2	-2	1.1
11	C/C(=N\OCc1ccc(C#N)cc1)c1cc2ccccc2o1	-2	5	0.9	-16	-2	3	6	-6	12	2.5
12	Cc1cc(C)c(C(=O)C(C)OC(=O)Cn2cnc3c2c(=O)n(C)c(=O)n3C)cc1C (stereo not drawn)	4	15	-0.2	16	-4	2	-1	12	-4	-0.4
13	O=C(COC(=O)C1CCN(S(=O)(=O)c2cccs2)CC1)Nc1ccc(F)c(F)c1F	-1	-4	0.3	12	1	4	1	-3	-1	-2.9
14	CC(C)C(Nc1ncnc2c1oc1ccccc12)C(=O)O (stereo not drawn)	6	-8	0.3	-5	2	1	2	9	-4	-0.5
15	Cc1ccc(NC(=O)CN(C)Cc2ccc(Cl)cc2)cc1	2	3	0.0	-9	-3	1	7	5	4	0.1
16	c1ccc2c(c1)CCN(c1nc3ccccc3n3cnnc13)C2	-3	-2	0.0	-1	4	-2	-30	-4	0	5.7
17	CCn1nc(CC(=O)Nc2nnc(CC(=O)N3CCCCC3)s2)c2ccccc2c1=O	2	10	-0.2	8	1	2	1	0	7	0.2
18	CC(C)(C)NC(=O)NC(=O)CN1CCN(S(=O)(=O)c2ccc3c(c2)CCCC3)CC1	3	9	0.0	12	-9	0	-1	-16	5	-3.1
19	C=CCOc1cccc(C2C(C(=O)c3ccc(C)o3)=C(O)C(=O)N2c2nnc(C)s2)c1 (stereo not drawn)	-3	-2	-0.5	0	6	7	-40	-16	-6	1.2
20	COC(=O)c1ccc(Cn2c(O)c(N=O)c3ccccc32)o1	-10	-22	0.1	-5	9	-11	1	-66	-7	0.8
21	O=C(O)C1CCCCC1C(=O)NCCc1c[nH]c2ccccc12 (stereo not drawn)	12	-2	0.5	-9	-2	2	4	-2	9	1.9
22	CCOc1ccc(/C=N/NC(=O)c2cc(-c3ccco3)nc3ccccc23)cc1	6	-15	-32	8	11	3	i	-9	-3	2.2
23	CCCCN1CCCOc2cc(Br)ccc2S1(=O)=O	1	.	0.6	.	-2	-5	0	-5	5	.
24	CC(C)(C)n1ncc2c(=O)n(CC(=O)NCc3ccccc3)cnc21	2	-7	0.3	-3	5	-3	-22	7	-1	-4.9
25	COCCCNc1nc2ccccc2nc1NS(=O)(=O)c1cccs1	1	-9	2.4	-3	19	2	-22	-6	0	-1.1
26	COc1cccc(CNc2ccc3c(c2)nc(C)n3C)c1OC	2	-8	0.8	15	6	-1	-6	13	-5	3.0
27	Fc1ccc(CNC(=S)Nc2cccc(Cl)c2)cc1	-3	-7	-0.1	-8	1	-2	5	-14	-4	1.3
28	CC(C)(C)c1nnc(N/N=C/c2ccc(Br)cc2)n(N)c1=O	-2	-5	-0.2	-9	2	0	7	7	-6	1.1
29	COC(=O)c1ccc(C2/C(=C(\O)c3ccc4c(c3)OCCO4)C(=O)C(=O)N2CCCN2CCOCC2)cc1 (stereo not drawn)	2	0	0.2	-11	7	4	7	2	-2	0.6
30	Cc1ccccc1N1CCN(S(=O)(=O)N(C)C)CC1	1	8	-0.2	3	-2	0	5	6	2	-0.7
31	COCCCn1c(=S)[nH]c2ncccc2c1=O	4	-5	0.2	-2	-3	2	2	4	5	1.1
32	O=C(NNc1ccccc1)OCc1ccccc1	-1	-12	-0.2	0	5	0	-13	4	1	-1.1
33	O=C(Nc1ccccc1O)c1ccc(NS(=O)(=O)c2cccc3cccnc23)cc1	-18	15	0.1	-19	17	-30	5	-32	-2	20*
34	CN1CC(=O)Nc2ccc([N+](=O)[O-])cc2C1=O	0	-4	0.0	10	8	5	-1	-5	-6	1.1
35	Cc1cccc(-n2c(=O)c3c4c(sc3n3c(=S)[nH]nc23)CCC4)c1	-4	6	-0.5	9	2	3	-8	7	1	1.9
36	CC(=O)c1ccccc1NC(=O)CCNC(=O)c1ccco1	-4	4	-0.4	7	0	-1	-4	6	3	0.5
37	CCn1ncc(CN2CCC(n3nccc3NC(=O)c3ccccc3Cl)CC2)c1C	-1	1	-0.4	3	-1	5	-9	-4	-2	0.0
38	Cc1ccn(CC(=O)N2CCCC(N3CCN(c4ccc(F)cc4)CC3)C2)n1 (stereo not drawn)	1	-2	0.5	5	-5	7	-2	0	-6	-1.8
39	CC(C)C[C@H]1CN(CCCC[C@H]2CNC(=O)C(=O)N2CCc2ccccc2)C(=O)C(=O)N1CCc1ccccc1	3	-4	0.1	6	2	6	-1	-1	8	.
40	C/C(=N\NC(=O)c1cccc(O)c1)c1ccc(NC(=O)Cc2ccccc2)cc1	-5	-5	-0.1	-5	0	-1	4	-12	2	-0.2
41	CC(=O)N(C)c1ccc(NC(=O)C(c2ccccc2)c2ccccc2)cc1	-3	-1	1.1	-7	-7	-2	-3	-8	0	0.3
42	O=C(CCSc1ccc(Br)cc1)Nc1cccnc1	-3	1	-0.1	7	2	1	6	-3	0	0.8
43	CC(=O)Nc1ccc(S(=O)(=O)NCC2CCC(C(=O)NCCc3ccccc3)CC2)cc1 (stereo not drawn)	-1	-3	0.3	-5	3	-3	9	2	3	-0.4
44	Nc1cc(-c2ccc(Cl)cc2)nn1S(=O)(=O)c1ccccc1	-5	8	0.4	-1	3	-4	-5	-7	-4	0.5
45	O=C(COc1ccccc1)N=C1SC2CS(=O)(=O)CC2N1Cc1ccccc1 (stereo not drawn)	1	14	-0.1	24	-4	2	-11	5	-6	0.7
46	Cc1ccc(C(=O)Nc2nnc(-c3ccc(C(C)(C)C)cc3)s2)cc1	5	-2	0.1	-6	0	13	-2	-6	-4	1.1
47	CN(C)S(=O)(=O)c1ccc(C(=O)NC(=O)CSc2ccccc2)cc1	0	0	0.1	-7	-1	11	-1	-7	-1	1.2
48	O=C(c1ccco1)N1CCC(c2nc(-c3ccccc3Cl)no2)CC1	3	5	0.7	1	-6	2	0	-4	-2	0.2
49	O=C1c2ccccc2C(O)(c2ccccc2)N1c1ccc([N+](=O)[O-])cc1Cl (stereo not drawn)	-2	0	-0.1	-8	40*	-2	5	-30	3	-3.7
50	COc1ccccc1C1=NOC(C)(c2sc(-c3ccc(Cl)cc3)nc2C)C1 (stereo not drawn)	-4	7	-0.2	5	9	0	-2	1	-6	0.6
51	Cc1ccnc(Sc2ccc([N+](=O)[O-])cn2)n1	-1	8	0.3	-4	0	1	-5	-3	1	3.2
52	CC(=O)N1CCN(C(=S)NCc2ccccc2)CC1	0	-8	0.6	6	1	3	0	3	-4	0.5
53	Cc1onc(-c2c(Cl)cccc2Cl)c1C(=O)N=C(N)N1CC(C)OC(C)C1 (stereo not drawn)	-3	-11	0.0	9	-8	-1	-4	-4	2	-0.8
54	Cc1ccccc1NC(=O)CSc1nc(O)cc(=O)n1C	4	-1	-0.3	6	11	3	-4	5	-4	-1.5
55	CCc1nc2ccc(C(=O)Nc3cccc(NS(C)(=O)=O)c3)cn2c1N(CC)CCOC	7	5	-0.7	8	0	-5	5	-4	2	-0.9
56	COc1ccc(CCN(C)CCC(=O)Nc2c(C)cc(C)cc2C)cc1OC	-3	-8	0.0	-3	-6	-4	5	-3	5	2.2
57	COc1ccc(OC)c(S(=O)(=O)Nc2cnc3ccccc3c2)c1	-4	-11	-0.1	9	5	-9	-18	-12	1	1.3
58	Cn1c(CNC(=O)c2cccs2)nnc1SCC(=O)Nc1ccccc1	-3	7	-0.1	-13	-2	1	-1	-6	2	1.7

High-throughput results as filed in PubChem BioAssay.
